From PubChem BioAssay
Ba/F3 V617F tox – reduce viability of Ba/F3 cells dependent on JAK2V617F. Ba/F3 EpoR-JAK2V617F viability, ATP luminescence. inhibition, % at 5.6 µM. 220,000 tested, 1.1% active;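 active means inhibition above the campaign mean plus 3 SD over all tested compounds, cut at about 24% in these data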;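 further: cytokine-independent growth of Ba/F3 cells driven by EpoR plus mutant JAK2; 0% = DMSO-treated cells and 100% = JAK inhibitor I control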
NPY-Y2 PAM-ag – potentiates or activates human NPY-Y2 receptor; P49146; cells expressing NPY-Y2, potentiator/agonist read-out; activation, % at 3.6 µM; 220,000 tested, 0.45% active; AID 1359; in the data active means activation above about 27%;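 further: cells stimulated with NPY near EC25 plus isoproterenol at EC100; 0% = vehicle plus submaximal agonist and 100% = vehicle plus saturating agonist; some results beyond the cut were filed as inactive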
PERK inh – blocks human PERK kinase. inhibition, % at 5.6 µM. 220,000 tested, 0.17% active. CHO PERK-DD fusion, SEAP luminescence translation reporter. Q9NZJ5;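 active means inhibition above the mean inhibition of all tested compounds plus 3 SD, set separately per screening campaign, cut at about 2.9% in these data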;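 further: PERK kinase domain activated by AP20187 dimerizer at 100 nM; 0% = DMSO with dimerizer and 100% = rapamycin at 8.4 µM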
S1P4 ag – activates the human S1P4 receptor; O95977; S1P4-expressing cell line, agonist reporter assay; activation, % at 4.98 µM; 220,000 tested, 0.35% active; AID 1509; in the data active means activation above about 11%;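 further: 0% = DMSO vehicle and 100% = reference agonist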
S1P4 antagonist – blocks the human S1P4 receptor; O95977; S1P4-expressing cells, antagonist mode, reporter read-out; inhibition, % at 4.98 µM; 220,000 tested, 0.26% active; in the data active means inhibition above about 29%;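 further: 0% = wells stimulated with agonist and 100% = vehicle wells without agonist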
eIF4E-4G inh – inhibitors of eIF4E and eIF4G interaction in translation initiation; P63073+Q04637; TR-FRET eIF4E-eIF4GI(517-606) binding, 2 h; inhibition, % at 21.7 µM; 220,000 tested, 0.37% active; AID 782;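 active means inhibition above about 30%, limit read from the data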;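 further: 0% = full FRET control wells and 100% = background wells lacking eIF4GI fragment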
BaF3 parental – reduces parental Ba/F3 cell viability, JAK2V617F counter-screen | CellTiter-Glo ATP luminescence | AID 1486 | inhibition, % at 5.6 µM | 220,000 tested, 1.1% active;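 active means inhibition above a per-campaign cutoff, the mean inhibition of all tested compounds plus 3 SD, cut at about 27% in these data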;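 further: 0% = DMSO wells and 100% = JAK Inhibitor I control wells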
Wee1 degr inh – inhibitors of human Wee1 degradation. HeLa Luc-Wee1K328M stability, luciferase luminescence; 100% = proteasome inhibitor MG132 effect. reporter increase, % at 5 µM. 220,000 tested, 1.2% active. AID 1321;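 active means activation above the mean of all tested compounds plus 3 SD, set per screening run, cut at about 8.8% in these data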;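 further: cells exposed to compound for 20 h before luminescence read; 0% = DMSO alone and 100% = MG132 at 30 µM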
MDM2 E3 inh – Mdm2 E3 ligase (human) inhibition; Q00987; cell-based MDM2 ubiquitination luciferase reporter, 2 h; 0 = plate control, 100 = twice control, blank-subtracted; 210,000 tested, 0.11% active; signal enhancement, % at 5 µM;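 active means signal enhancement of 30% or more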;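 further: luminescence tracks abundance of the self-degrading MDM2-luciferase fusion protein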
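Assay system: mammalian cells stably expressing self-ubiquitinating, self-degrading MDM2 E3–luciferase fusion. Quantity: 2000 cells in each well. Medium: DMEM culture medium. Compound dosing: single-point 5 µM. Timing: cell settling 4 h, compound treatment 2 h, both 37 °C. Technique: luciferase luminescence. Read-out basis: percent signal gain over controls, blank-subtracted. Benchmarks: plate controls and plate blanks.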
* = called active by the depositor; · = no result given; [ ] = remark or other dose.

SMILES	Ba/F3 V617F tox	NPY-Y2 PAM-ag	PERK inh	S1P4 ag	S1P4 antagonist	eIF4E-4G inh	BaF3 parental	Wee1 degr inh	MDM2 E3 inh
CCNC(=O)COC(=O)/C=C/c1cccc(F)c1	-2.5	0.2	-0.3	-0.1	-10.8	1.2	-1.6	-3.4	-9.0
O=C(CSc1nc2ccc([N+](=O)[O-])cc2s1)NC1CCS(=O)(=O)C1 (centres undefined)	-3.7	0.8	0.2	-0.3	-16.7	4.9	2.1	-3.3	-22.2
Fc1cccc(Cl)c1Cn1nnc2c(NCc3ccncc3)ncnc21	0.4	-5.3	-0.8	0.8	-1.5	0.8	3.5	3.9	-12.0
O=C(COC(=O)CCC(=O)c1ccc(F)cc1)NCc1ccco1	-0.9	9.2	1.6	0.5	-12.0	-2.5	-2.0	2.7	-8.3
COc1cc(Cl)ccc1NC(=O)COc1ccccc1C(=O)N1CCN(c2ccc(O)cc2)CC1	3.8	-6.0	-0.5	2.5	9.1	1.8	3.5	-3.3	-26.7
Cc1occc1C(=O)NCc1ccc(C(=O)O)o1	-0.8	10.1	0.1	1.4	-17.1	0.9	4.3	2.0	-8.3
O=c1oc2cc(OCc3ccc(C(F)(F)F)cc3)ccc2cc1-c1ccccn1	-2.3	-5.2	1.6	0.5	-12.3	2.0	1.2	-1.2	-13.8
CCOC(=O)c1sc(=S)n(-c2ccccc2)c1N(C(C)=O)C(C)=O	-0.3	16.9	0.8	0.1	-7.3	5.6	8.0	4.3	30.6*
COCCn1c(SCC(=O)NC2CCCC2)nc2cccnc21	3.0	4.8	-0.1	2.1	-12.0	2.8	-1.1	-1.1	-5.5
O=[N+]([O-])c1cc(/C=N\O)ccc1Oc1ccc(F)cc1	-2.5	-1.7	1.5	0.5	-2.3	3.2	1.2	2.6	-8.1
O=C(CSc1nnc2n1CCCN2)c1ccc([N+](=O)[O-])cc1	-0.7	-14.9	0.3	-1.0	4.0	2.4	2.9	2.8	-7.6
COC(=O)C(C)n1cnc2c(nnn2Cc2ccc(Cl)cc2)c1=O (centres undefined)	-2.3	8.7	0.3	-1.3	-13.3	-4.0	1.4	1.6	1.7
COc1ccc(C=O)cc1OC(=O)C1(C)Cc2ccccc2C(=O)O1 (centres undefined)	3.1	9.9	-0.8	0.9	10.1	3.6	0.9	-1.1	-11.8
Cn1cc(Cl)c(-c2n[nH]c(=S)n2-c2ccc(F)cc2)n1	-2.1	-8.7	0.9	-0.1	-16.5	0.8	2.3	-1.9	9.8
CCOC(=O)NC(=O)/C(C#N)=N/Nc1c(F)cccc1F	-1.8	-8.9	1.1	1.3	6.8	5.4	-0.2	-0.5	-14.3
OCCN1CCN(c2cc(C(F)(F)F)nc3c(F)cccc23)CC1	-1.5	-6.8	0.3	-0.4	-9.9	-8.2	4.5	2.8	2.1
COCC(C)n1c(SCC(=O)NC(=O)Nc2ccc3c(c2)OCCO3)nc2ccccc2c1=O (centres undefined)	-3.1	2.5	-1.0	-0.7	-15.2	-13.1	3.0	0.1	-9.0
CN(C)c1ccc(C(=O)NNC(=O)c2ccc(Cl)cc2)cc1	-5.2	15.9	0.4	-0.2	-4.2	0.2	1.5	2.8	-7.3
COc1ccc(CCNC(=O)c2cc(-c3cc(C)cc(C)c3O)n[nH]2)cc1OC	-4.8	-6.3	-2.1	-0.5	3.4	-2.7	-1.2	-2.8	-8.7
Cc1cc(C(=O)Cn2nnc3ccccc3c2=O)c(C)n1Cc1cccs1	3.4	-6.2	-0.5	0.5	0.0	1.6	8.6	5.4	-38.3
COc1ccc(/C=N/Nc2nnc(-c3ccccc3)c(=O)[nH]2)cc1	-0.6	-0.3	-0.5	1.8	-2.2	-1.2	7.0	-3.8	26.6
CCOC(=O)c1c(C)n2c3c(cc(C)cc13)CCC2	2.7	-15.9	1.1	0.9	-9.8	-5.4	3.2	5.0	11.2
O=C(CSc1nnc(-c2c[nH]c3ccccc23)o1)N1CCCCC1	-2.8	-10.6	0.8	-0.7	-14.1	-0.7	4.2	-2.1	0.6
CCn1cc(Br)c(C(=O)Nc2ccc(OC)cc2)n1	3.2	-12.3	0.1	-0.2	-4.9	5.6[fluorescence artefact?]	4.7	-1.4	-6.7
N#Cc1c(-c2ccccc2)[nH]c(=O)[nH]c1=O	3.0	-0.6	0.3	-0.1	-5.5	-3.8	9.4	-3.4	-0.1
O=C1CCC(=O)N1OCCCOc1ccccc1	0.3	7.0	0.3	-0.9	-8.0	7.0[fluorescence artefact?]	5.8	1.7	-31.2
Cc1ccccc1CSc1nnc2ccc(-c3ccncc3)nn12	3.1	-18.8	-0.7	-0.2	-19.3	0.3	2.0	4.4	-6.7
COc1cc(C=O)ccc1Oc1cnccn1	0.3	-24.2	0.5	-0.3	3.9	-2.4	3.8	-1.8	-12.8
COc1ccc(-n2c(=O)c3ccccc3n(Cc3cccc(C)c3)c2=O)cc1OC	0.8	12.2	0.5	-1.6	20.6	-2.2	2.7	2.5	7.8
CCOC(=O)C1CCN(C(=O)c2ccc3snnc3c2)CC1	4.4	-1.2	0.0	1.2	3.4	-4.2	6.2	0.6	-2.4

Look-ups from the list:
Fc1cccc(Cl)c1Cn1nnc2c(NCc3ccncc3)ncnc21 @ S1P4 ag: 0.8
N#Cc1c(-c2ccccc2)[nH]c(=O)[nH]c1=O @ Ba/F3 V617F tox: 3.0
O=C(CSc1nc2ccc([N+](=O)[O-])cc2s1)NC1CCS(=O)(=O)C1 (centres undefined) @ PERK inh: 0.2
O=[N+]([O-])c1cc(/C=N\O)ccc1Oc1ccc(F)cc1 @ Wee1 degr inh: 2.6

More structures:
SMILES	Ba/F3 V617F tox	NPY-Y2 PAM-ag	PERK inh	S1P4 ag	S1P4 antagonist	eIF4E-4G inh	BaF3 parental	Wee1 degr inh	MDM2 E3 inh
Fc1ccc(F)c(CN2CCN(c3ncccn3)CC2)c1	-3.2	8.8	0.4	-0.2	-20.7	1.9	-0.3	5.0	4.3
CC1SC(=NC(=O)c2ccco2)NC1=O (centres undefined)	-2.2	1.2	0.2	1.5	-5.9	7.0	5.3	-3.0	·
COc1ccc(/C(N)=N/OC(=O)c2ccc(C)c([N+](=O)[O-])c2)cc1	-3.2	3.8	0.7	-0.4	21.9	·	1.7	-0.9	-10.8
Cc1cccc(C)c1NC(=O)CSc1nnc(-c2ccccc2)n1Cc1ccc2c(c1)OCO2	1.1	-8.0	-0.8	-0.1	-2.0	7.6	3.4	0.1	-12.8
CC(C)c1nc(SCC(=O)c2c[nH]c3ccccc23)n[nH]1	-5.5	-3.8	0.3	-2.3	-3.8	2.1	3.3	0.3	-0.5
CC(=O)c1c(C)[nH]c(C(=O)COc2ccc(C#N)cc2)c1C	1.3	1.2	-0.3	0.5	-8.2	3.1	1.6	1.2	6.1
O=C(c1cccc(S(=O)(=O)N2CCCC2)c1)c1nnc(-c2ccncc2)o1	1.4	-3.3	1.3	0.4	0.1	4.5	-0.7	0.5	-16.8
COc1cccc(-c2noc(-c3ccoc3C)n2)c1	-1.2	-8.1	3.1*	1.3	16.8	0.3	6.9	-0.2	-7.2
C/C(=N\Nc1cc(N2CCOCC2)ncn1)c1cccc([N+](=O)[O-])c1	-1.0	0.3	0.1	0.3	-7.8	-2.1	6.4	-2.8	-30.1
Cc1ccccc1NC(=O)CCCSc1nc2ccccc2s1	0.8	-17.5	0.1	5.2	-25.5	-8.1	5.5	-0.8	7.0
COc1ccc(S(=O)(=O)N(C(C)=O)c2ccc(OC(C)=O)c3ccccc23)cc1[N+](=O)[O-]	2.7	0.7	1.0	0.4	-4.2	2.0	6.4	0.7	-14.6
CS(=O)(=O)N1N=C(c2cccs2)CC1c1ccccc1F (centres undefined)	3.7	6.4	-0.4	0.3	-16.8	-2.9	4.8	-2.5	0.0
CC(C)(C)N1NC2(CCCCC2)NC1=S	-3.2	7.8	2.9	-1.1	-14.2	-6.9	-3.6	-2.4	-18.6
Cc1ccc(OCc2nnc(SCCN3CCOCC3)n2C)cc1	-1.6	14.5	2.4	-0.5	3.0	2.5	-1.9	-1.3	-6.5
CCC(=O)N(NC1=NS(=O)(=O)c2ccccc21)S(=O)(=O)c1ccc(C)cc1	1.9	-21.3	-0.5	-1.6	4.3	-5.5	3.0	-1.5	-0.6
O=C(NNC(=O)c1cnccn1)c1cccc([N+](=O)[O-])c1	-1.3	3.9	0.8	1.4	-9.6	-3.6	3.5	-0.6	-1.0
CCC(C)(C)n1nnnc1C(c1cccnc1)N1CCC(Cc2ccccc2)CC1 (centres undefined)	-2.1	-8.3	-0.5	1.6	-11.2	0.7	3.6	-1.3	-10.5
CCc1ccc2nc(NC(=O)c3ccc4c(=O)[nH]c(CN5CCOCC5)nc4c3)sc2c1	-4.4	8.4	0.7	0.2	-17.1	-36.1	3.5	1.4	-12.0
COc1ccc(C(=O)/C=C/Nc2ccc(NC(C)=O)cc2)cc1OC	2.2	-12.6	0.8	1.5	0.1	2.7[fluorescence artefact?]	2.1	-1.6	12.5
O=c1ccc(Cc2ccccn2)n[nH]1	-5.3	11.8	0.1	0.0	2.6	-0.1	2.1	-1.3	-1.5

Already shown: two of the compounds above.
SMILES	Ba/F3 V617F tox	NPY-Y2 PAM-ag	PERK inh	S1P4 ag	S1P4 antagonist	eIF4E-4G inh	BaF3 parental	Wee1 degr inh	MDM2 E3 inh
COc1ccc(S(=O)(=O)N(C(C)=O)c2ccc(OC(C)=O)c3ccccc23)cc1[N+](=O)[O-]	2.7	0.7	1.0	0.4	-4.2	2.0	6.4	0.7	-14.6
CS(=O)(=O)N1N=C(c2cccs2)CC1c1ccccc1F (centres undefined)	3.7	6.4	-0.4	0.3	-16.8	-2.9	4.8	-2.5	0.0

The list goes on:
SMILES	Ba/F3 V617F tox	NPY-Y2 PAM-ag	PERK inh	S1P4 ag	S1P4 antagonist	eIF4E-4G inh	BaF3 parental	Wee1 degr inh	MDM2 E3 inh
C=CCn1c(SCn2nnc3ccccc3c2=O)nnc1-c1ccc(Cl)cc1	0.4	-9.1	-0.5	19.0*	1.0	-3.8	4.4	1.3	-5.0
Cc1cc(C)c2c(N)c3cccc(C)c3nc2n1	13.1	4.7	0.6	-0.5	-69.2	2.8	19.4	3.3	-10.7
CCCCC(=O)NC(=S)Nc1cc(C(=O)O)ccc1Cl	-2.0	8.1	1.9	0.2	-12.4	-5.0	4.5	3.2	-64.2
O=c1cc(C(F)(F)F)[nH]c2ccccc12	-2.0	-3.2	0.7	0.2	6.4	7.9	-2.7	-1.6	-2.3
CNC(=O)COC(=O)c1ccc(NS(=O)(=O)c2ccc3c(c2)OCCO3)cc1	-2.9	4.0	0.6	0.7	-3.2	3.7	-0.1	4.2	-3.9
Cc1ccc(-n2ncc(C(=O)NCc3ccc4c(c3)OCO4)c2NC(=O)c2ccco2)cc1C	3.0	-1.9	-1.6	0.5	-29.3	0.8	5.7	-0.2	-44.9
CCOc1cc(N2CCOCC2)c(OCC)cc1NC(=O)CSc1ncccn1	1.2	-8.7	0.3	-0.1	-7.1	1.3	6.7	-2.7	0.2
C=CCNC(=O)c1cc(Cl)ccc1Cl	-1.4	-7.6	0.8	1.0	-9.0	4.8	4.8	4.2	-6.7
Cc1ccc(Cc2cnc(N)s2)o1	-1.2	-6.5	-0.8	-2.9	-10.7	-18.4[fluorescence artefact?]	2.3	0.5	-32.5
O=C(Nc1cccc2nsnc12)c1ccc2c(c1)OCO2	-0.8	-9.3	1.4	2.5	-2.6	-5.7	3.7	-1.0	-24.7
